Bioassay records (PubChem)
TTR transcr act = TTR transcription activators in neuroblastoma reporter cells, primary screen, cell-based, luminescence, SH-SY5Y, TTR promoter Gaussia luciferase; activation, % at 16.7 µM; AID 1117267, 2014; 92,000 compounds, 1.3% hits; 100% = recombinant luciferase protein wells;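 active means activation above the mean of all tested compounds plus 3 SD, cut at about 9.5% in these data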;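 further: cells exposed to compounds for one day before reading; 0% = median of all test compound wells on the plate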
An asterisk follows results filed as active. Some of the compounds tested; count on the stated rates, not on these rows.

SMILES | TTR transcr act
CCOC(=O)c1sc(NC(=O)c2ccc(OC(C)=O)cc2)nc1C | -1.9
COC(=O)c1ccccc1NC(=O)CCCn1nc([N+](=O)[O-])cc1C | 0.0
CC(C)(C)c1ccc(S(=O)(=O)NCc2ccc(C(=O)NCC3CCCO3)cc2)cc1 (stereo not drawn) | 1.0
CCOC(=O)c1cn(Cc2ccccc2)nn1 | 0.5
Cc1cc(=O)c2ccccc2[nH]1 | -0.6
COc1ccc(CN2CCC(n3nccc3NC(=O)c3cccc(F)c3)CC2)cc1O | 0.2
Cn1cc(NC(=O)Nc2ccc(C(F)(F)F)cc2)c(C(F)(F)F)n1 | -3.1
Cc1ccc([C@H]2C[C@H](n3cc(C4CC4)nn3)[C@@H](O)CN2Cc2cccs2)cc1 | -0.4
COc1cc(N=c2ssnc2Cl)cc(OC)c1OC | 6.5
Cc1nnc(Nc2ccccc2)n(N)c1=O | -1.3
CC(=O)c1sc(NC(=O)c2cccc(C)c2)nc1C | 1.2
CC12CC3(C)CC(C)(C1)CC(C(=O)NCc1ccccn1)(C2)C3 | 0.8
CC1=C(C(=O)OCc2ccccc2)C(c2cccnc2)c2c(n(C)c(=O)n(C)c2=O)N1 (stereo not drawn) | -1.0
O=C(Nc1ccc2ccccc2n1)C1CCCCC1 | -1.7
Cc1cc(C)c(S(=O)(=O)Nc2cccc3nsnc23)c(C)c1 | -3.6
COC(=O)COc1cc(Cl)c(C=O)cc1OC | -1.6
CCn1c(=O)c(=O)n(CC)c2cc(S(=O)(=O)Nc3cccc(OC)c3)ccc21 | 0.3
Cc1ccc(C(=O)CCNc2ccc(Br)cc2)o1 | -1.8
CCC(=O)Nc1ccc(C(=O)CSc2nc3ccc(C)cc3[nH]2)cc1 | 0.1
O=[N+]([O-])c1ccccc1CCc1ccccc1[N+](=O)[O-] | 0.6
Cc1nn(C)c(C)c1NS(=O)(=O)c1c(C)n[nH]c1C | 0.0
O=C(OCCNc1nc(-c2ccccc2)nc2ccccc12)c1ccncc1 | 0.5
COc1ccc(-c2[nH]ncc2CN2CCSCC2)c(OC)c1 | -0.5
CC(C)NC(=O)CN(Cc1ccc(F)cc1)C(=O)CCC(=O)Nc1nccs1 | 2.8
COc1ccc(-c2nc(SC)n(C)c(=O)c2C#N)cc1OC | 0.2
Cn1ncc([N+](=O)[O-])c1C(=O)Nc1nccs1 | -1.9
CC(C#Cc1c([C@@H](C)Oc2ccccc2)nnn1Cc1ccccc1)Oc1ccccc1 (stereo partly drawn) | 2.8
Cc1ccc(Nc2c(-c3ccc(N(C)C)cc3)nc3ncccn23)cc1 | 1.1
N/C(=N\OC(=O)CCCOc1ccc(Cl)cc1Cl)c1ccncc1 | -0.6
CCOC(=O)c1cccc(Nc2ncnc3ccc(C)cc23)c1 | -2.2
CCCC[C@H]1C2CC(OC(=O)Nc3ccc(Br)cc3)C(C2)[C@H]2CCCCN21 (stereo partly drawn) | 3.3
CC1(C)CC(=O)C=C(c2ccc(Oc3ccccc3)cc2)C1=O | -0.7
O=C(O/N=C1\CCS(=O)(=O)c2sccc21)c1ccccc1 | -1.0
Fc1ccc(-n2nnc(-c3ccccc3Br)n2)cc1 | -0.7
Cc1ccc2nc(-c3sc4nc(C)ccc4c3N)[nH]c2c1 | -2.5
COC(=O)C1=C(C)OC(N)=C(C#N)C1c1ccccc1F (stereo not drawn) | 2.4
Cc1ccc(S(=O)(=O)Nc2c(C)nn(C)c2C)cc1C | 5.8
CC1Oc2ccccc2C=C1/C=N\NC(=O)c1cccnc1 (stereo not drawn) | 6.9
Cc1ccc(C)c(C(=O)CN2C(=O)C(=O)N(C3CCCC3)C2=O)c1 | 0.5
Cc1[nH]c2ccccc2c1C(c1ccccn1)N1CCC(C)CC1 (stereo not drawn) | 0.7
Cc1cn([C@H]2C[C@H](O)[C@@H](CNC(=O)[C@@H]3C[C@H](F)CN3)O2)c(=O)[nH]c1=O | -0.1
Cc1ccc(C(=O)C2CCN(CC(=O)Nc3ccc(N(C)C)cc3)CC2)cc1 | -1.5
COc1ccc(N2CCN(C(=O)COC(=O)[C@@H](NC(=O)c3ccccc3Cl)C(C)C)CC2)cc1 | -1.0
Cc1nn2c(N)c(C#N)cnc2c1-c1ccccc1 | -0.9
CC(C)C(OC(=O)c1nsc(Cl)c1Cl)C(=O)NCC1CCCO1 (stereo not drawn) | 3.0
O=C(CSc1nnnn1Cc1ccccc1)c1ccccc1F | 3.9
CCCCN(C(=O)CCC(=O)OCC(=O)NCc1ccccc1)c1c(N)n(CCC)c(=O)[nH]c1=O | -0.2
O=C(Cc1coc2ccc3ccccc3c12)N1CCCC1 | 0.1
O=C(Nc1ccc2oc(=O)ccc2c1)c1ccccc1[N+](=O)[O-] | 0.0
Cc1ccc(OCCC(=O)Nc2ccc(C)c(F)c2)cc1 | 0.1
CCCN(Cc1cc(=O)[nH]c2ccccc12)C(=O)CC | 0.5
O=c1[nH]nc(SCc2ccccc2)n1C1CC2C=CC1C2 (stereo not drawn) | -0.4
NS(=O)(=O)c1ccc(Cl)c(C(=O)Nc2ccccc2[N+](=O)[O-])c1 | 1.5
COc1cccc(C(=O)Nc2sc(C(C)C)cc2C(N)=O)c1OC | 2.5
CCSc1nnc(-c2ccncc2)n1Cc1ccccc1 | 2.2
CC(=O)Nc1ccc(S(=O)(=O)N2CCCC2C(=O)Nc2ccc3c(c2)OCCO3)cc1 (stereo not drawn) | 3.8
O=C(Cc1ccccc1Cl)NC1(O)C(=O)c2ccccc2C1=O | -2.9
O=C1OC(Nc2ccc(Br)cc2F)c2ccccc21 (stereo not drawn) | -0.2
O=c1c2ccccc2nc(CSc2nnnn2-c2ccccc2)n1-c1ccccc1 | -0.3
Cc1ccc(S(=O)(=O)CCSc2nccn2C)cc1 | 2.1

Remaining list, next part
SMILES | TTR transcr act
O=C(Nc1ncc(S(=O)(=O)c2ccc([N+](=O)[O-])cc2)s1)c1cccnc1 | 1.9
Cc1cc(C)c(NC(=S)NC(=O)c2c(Cl)c(C)nn2C)c([N+](=O)[O-])c1 | 5.6
Cc1ccccc1NC(=O)C1CCC(=O)N1 (stereo not drawn) | -1.6
Cc1ccc(NC(=O)Cc2ncon2)cc1Cl | -1.5
COCCNc1oc(COc2cccc(C)c2)nc1C#N | 2.9
COc1ccc(C(=O)NC2CCCc3c2cnn3-c2ccccc2F)o1 (stereo not drawn) | 2.1
COCC(=O)Nc1ccc(OC)c(Cl)c1 | 4.5
COc1ccc(S(=O)(=O)CCC(=O)Nc2ccc(OC)cc2OC)cc1 | 4.0
CC(=O)c1ccc(NC(=O)CSc2nnc(Cn3cnc4ccccc43)o2)cc1 | 2.2
O=C(c1ccc(Cn2cc(Cl)cn2)cc1)N1CCN(c2ccccc2)CC1 | -1.8
CN(NC1OC(=O)c2ccccc21)c1ccc(Cl)cc1[N+](=O)[O-] (stereo not drawn) | -1.7
Fc1cccc(NCc2ccoc2)c1 | -0.9
CCCCOC(=O)c1ccc(NC(c2ccc(C)cc2)P(=O)(OC)OC)cc1 (stereo not drawn) | -0.2
CSCCC(NC(=O)c1ccco1)C(=O)N1CCN(Cc2ccccc2)CC1 (stereo not drawn) | 0.0
CCOc1ccc(NC(=O)CCCOc2cc(=O)n(C)c3ccccc23)cc1 | 0.6
OC(CN1CCN(c2ccccc2F)CC1)c1ccc(F)cc1 (stereo not drawn) | -1.2
CC1CC(C)CN(C(=O)C(C)N2CCN(S(=O)(=O)c3ccccc3F)CC2)C1 (stereo not drawn) | -1.7
COc1ccc(OC)c(NC(=O)COC(=O)CN2C(=O)NC3(CCCC3)C2=O)c1 | -0.4
Cn1c(=O)c2c(nc(N3CCCCC3)n2CCNC2=NCCC2)n(C)c1=O | -1.1
CCOC(=O)[C@H]1[C@H]2COc3ccc(Br)cc3[C@@H]2N2C(=O)c3ccc(Cl)cc3NC(=O)[C@@]12C | -0.2
CSc1cc(-c2ccc(Cl)cc2)c(C(=O)N2CCCC2)s1 | -1.1
O=C(Nc1ccc(F)cc1F)Nc1csc2ccccc12 | -1.5
CCCCOc1cccc(/C=C(\C#N)C(=O)NC2CC2)c1 | 4.0
Cc1[nH]c2ccccc2c1C(=O)CN1CCCC1 | -0.1
CCNC(=O)COC(=O)C1CCN(S(=O)(=O)c2ccc3c(c2)OCCO3)CC1 | 0.6
Cc1cccc(Cl)c1NC(=S)NCCc1ccccn1 | -0.3
COc1ccc(C(=O)NC(=S)Nc2cccnc2)cc1Cl | -1.0
CCCc1cc(=O)oc2cc(OCC(=O)NCC3CCC(C(=O)O)CC3)ccc12 (stereo not drawn) | 2.2
O=C(O)C1C2C=CC(O2)C1C(=O)Nc1ccc(S(=O)(=O)Nc2ccccc2)cc1 (stereo not drawn) | 3.0
COCCn1c(C)cc(C(=O)COC(=O)/C=C/c2ccc(OC)cc2OC)c1C | 0.1
Cc1ccnc(SCCn2c(N3CCN(C)CC3)nc3c2c(=O)n(C)c(=O)n3C)n1 | 3.3
COC(=O)c1cc(C#N)c(Oc2ccccc2)nc1C | -2.3
Cn1c(=S)sc2ccc3ccccc3c21 | -1.3
COc1ccc(-c2nc(N)ncc2-c2csc(C)n2)c(O)c1OC | -1.1
CCOCCn1c(-c2ccccc2)nc2ccccc21 | 0.2
O=C1C=C(c2cccc(O)c2)C[C@@H](c2ccc(F)cc2)C1 | -0.6
CCC1CCCCN1S(=O)(=O)c1ccc(NC(=O)C2CCCO2)cc1 (stereo not drawn) | 2.5
O=C1CCCC(O)=C1C=Nc1ccc(O)cc1 | -0.2
O=C(Nc1nnc(CCN2CCCCC2)s1)c1ccccc1 | 0.6
CC1(CC(=O)N/N=C/c2ccc(-c3ccc(C(=O)O)cc3)o2)OCCO1 | 2.5
COC(C(=O)Nc1cccc([N+](=O)[O-])c1)c1ccccc1 (stereo not drawn) | 0.5
CCSC1=C(C#N)C(c2ccc(C)o2)CC(=O)N1 (stereo not drawn) | -0.5
CN1CCc2c(sc3nc(SCC(=O)N4CCOCC4)n(-c4ccc(Cl)cc4)c(=O)c23)C1 | 1.9
O=C(NCCCc1ccccc1)[C@H](Cc1ccccc1)NC1(C(=O)NCCc2c[nH]c3ccccc23)CCC1 | -1.7
CCCN(C(=O)c1ccco1)c1nnc(-c2cccc(C)c2)s1 | -2.2
O=C(O)c1ccc(NS(=O)(=O)/C=C/c2ccccc2)cc1 | 7.2
c1ccc(-c2csc(CN3CCCCC3)n2)cc1 | 1.1
CC(C)(C)C(=O)Nc1nc(NC(=O)C(C)(C)C)nc(-c2ccccc2Cl)n1 | 10*
CC(C)CCn1nnnc1C(c1ccccc1)N1CCC(C(N)=O)CC1 (stereo not drawn) | -1.1
CCC[C@H]1[C@@H](NC(=O)c2cccc(Cl)c2)CC[C@@]23CCCN2C(=O)CCC[C@@H]13 | 0.3
Cc1cccc(N=Cc2ccccc2O)c1C | 1.0
O=C(CN1CCCCC1)Nc1ccc(F)c(Cl)c1 | -2.6
COc1cccc(Cn2cc(COC(=O)Nc3ccc(F)cc3)nn2)c1 | 1.6
CC(=O)Nc1ccc(S(=O)(=O)Nc2cccc(-c3nc4cc(C)ccc4o3)c2)cc1 | -0.2
COc1ccc(-c2nc(C#N)c(NCCN(C)C)o2)cc1 | -1.1
COc1cc(OC)c(OC)cc1/C=N/NC(=O)c1cccc(S(=O)(=O)N2CCOCC2)c1 | 0.8
Cc1cc(C(=O)C(C)OC(=O)C2=NNC(=O)CC2)c(C)n1-c1ccc(OC(F)F)cc1 (stereo not drawn) | -3.0
O=C(CSc1ncnc2c1cnn2CCO)Nc1cccc(C(F)(F)F)c1 | 5.5
C#CCNC(=O)C[C@H]1C[C@@]2(C(=O)OC)C(=C[C@H](C3CCCC3)O[C@@H]2C)N(Cc2ccc(Cl)cc2Cl)C1=O | 0.2
Cc1ccc(Cn2cc(COC(=O)NCCc3c[nH]c4ccccc34)nn2)cc1 | -1.2

Part of the list above in a different format:
| canonical_smiles | TTR transcr act |
| --- | --- |
| COC(=O)COc1cc(Cl)c(C=O)cc1OC | -1.6 |
| CCOC(=O)[C@H]1[C@H]2COc3ccc(Br)cc3[C@@H]2N2C(=O)c3ccc(Cl)cc3NC(=O)[C@@]12C | -0.2 |
| CN1CCc2c(sc3nc(SCC(=O)N4CCOCC4)n(-c4ccc(Cl)cc4)c(=O)c23)C1 | 1.9 |
| O=C(O)C1C2C=CC(O2)C1C(=O)Nc1ccc(S(=O)(=O)Nc2ccccc2)cc1 (stereo not drawn) | 3.0 |
| CCCN(C(=O)c1ccco1)c1nnc(-c2cccc(C)c2)s1 | -2.2 |
| COc1ccc(C(=O)NC(=S)Nc2cccnc2)cc1Cl | -1.0 |

More entries
SMILES | TTR transcr act
CN(C)C(=O)CSc1nc2ccccc2n1Cc1ccccc1 | -1.6
Cc1cc(=O)n2[nH]c(N)c(N=Nc3ccccc3F)c2n1 | 1.5
CC1CCCN(C(=O)CCNS(=O)(=O)c2ccc3c(c2)oc(=O)n3C)C1 (stereo not drawn) | 0.6
COc1ccc(Cc2nc(-c3ccc(NC(=O)c4cccnc4)cc3)no2)cc1 | -0.9
CCOC(=O)c1[nH]c2ccc(OCC)cc2c1NC(=O)CN1CCCC(C)C1 (stereo not drawn) | 5.4
CC1(C(=O)Nc2ccc3ccccc3c2)CCC(=O)N1CCCn1ccnc1 (stereo not drawn) | -1.1
COc1cc2sc3ccc(C#Cc4ccccn4)cc3c(=O)c2cc1OC | 6.7

By substructure: the entries above containing a nitro group on carbon (9)
SMILES | TTR transcr act
COC(=O)c1ccccc1NC(=O)CCCn1nc([N+](=O)[O-])cc1C | 0.0
O=[N+]([O-])c1ccccc1CCc1ccccc1[N+](=O)[O-] | 0.6
Cn1ncc([N+](=O)[O-])c1C(=O)Nc1nccs1 | -1.9
O=C(Nc1ccc2oc(=O)ccc2c1)c1ccccc1[N+](=O)[O-] | 0.0
NS(=O)(=O)c1ccc(Cl)c(C(=O)Nc2ccccc2[N+](=O)[O-])c1 | 1.5
O=C(Nc1ncc(S(=O)(=O)c2ccc([N+](=O)[O-])cc2)s1)c1cccnc1 | 1.9
Cc1cc(C)c(NC(=S)NC(=O)c2c(Cl)c(C)nn2C)c([N+](=O)[O-])c1 | 5.6
CN(NC1OC(=O)c2ccccc21)c1ccc(Cl)cc1[N+](=O)[O-] (stereo not drawn) | -1.7
COC(C(=O)Nc1cccc([N+](=O)[O-])c1)c1ccccc1 (stereo not drawn) | 0.5
